Assay outcomes deposited in PubChem by National Center for Advancing Translational Sciences (NCATS).
HP1b chromo inh: inhibitors of HP1-beta chromodomain binding to methylated histone tails | AlphaScreen HP1-beta / biotin-H3K9me3 peptide binding | Potency, µM (titrated, usually from 114 µM), for inactives: at the highest dose activity change, negative = inhibition, most hits filed as inhibitors | 390,000 tested, 0.56% active | AID 540317; also: potency is read from the fitted curve at half-maximal effect; nearly all actives have a fitted effect of over 70% in size; inactives centre near 23
Target sequence (P83916 whole entry, looked up): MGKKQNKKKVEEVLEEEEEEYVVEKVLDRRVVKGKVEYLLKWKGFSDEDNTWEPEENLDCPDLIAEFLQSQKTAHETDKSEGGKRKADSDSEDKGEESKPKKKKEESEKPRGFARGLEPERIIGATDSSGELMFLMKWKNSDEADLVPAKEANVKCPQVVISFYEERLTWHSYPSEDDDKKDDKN
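AlphaScreen: HP1-beta (50 nM) preformed 30 min with biotin-H3(1-18)K9me3 peptide (50 nM) in PBS pH 7.4, 0.01% Tween-20. Compound added for 30 min at RT, then streptavidin donor/nickel chelate acceptor beads (10 ug/mL) for 30 min.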
TrxR1 substrate: rat thioredoxin reductase 1 substrate activity. purified TrxR1 substrate turnover, NADPH consumption readout. 390,000 tested, 0.01% active. O89049. Potency, µM (titrated, usually from 114 µM), for inactives: top-dose activity change, negative = substrate turnover; also: potency is read from the fitted curve at half-maximal effect; % is scaled to controls: 0 for no effect and ±100 for the full control effect; nearly all actives have a fitted effect of over 50% in size
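Rat TrxR1, dispensed at 90 nM, was prereduced with 400 uM NADPH (final) for 5 min at ~22 deg C, then incubated with compound 15 min before 400 uM selenite. A first-read NADPH fluorescence drop versus no-compound background flagged substrates.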
Tb PGK inh: blocks T. brucei phosphoglycerate kinase; PGK/GAPDH coupled, Kinase-Glo luminescence, 60 min; Potency, µM (titrated, usually from 57.5 µM), without a hit: at the highest dose activity change, negative = inhibition, most hits filed as inhibitors; 380,000 tested, 0.043% active; P07378; AID 602233; also: potency is read from the fitted curve at half-maximal effect; % is scaled to controls: 0 for no effect and ±100 for the full control effect; nearly all actives have a fitted effect of over 60% in size
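Luminescent ATP detection (Kinase-Glo Plus) follows a 60-minute room-temperature incubation, with wells lacking PGK as controls. Buffer: 100 mM TEA (pH 7.6), 5 mM MgCl2, 0.01% Tween-20. Coupling enzyme GAPDH (100 nM final) supplies unstable 1,3-BPG in-well.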
Pin1 inh: blocks the human prolyl isomerase Pin1 | Pin1 FP peptide displacement, HiFluor488, 10 min | Potency, µM (top dose mostly 115 µM), for inactives: top-dose activity, negative = inhibition, hits mostly inhibitors | 390,000 tested, 0.009% active; active = well fitted inhibition curve with a large enough effect in the polarisation, with a control signal flat, not every such curve was filed as active; inconclusive = small, poorly fitted or top-dose-only effect, or effect the other way, or a change in a side signal; inactive = no such curve, though single readings can be large or run the other way; the % refers to the polarisation; also: potency is read from the fitted curve at half-maximal effect; % is scaled to controls: 0 for no effect and ±100 for the full control effect
Target sequence (Q13526 whole entry, looked up): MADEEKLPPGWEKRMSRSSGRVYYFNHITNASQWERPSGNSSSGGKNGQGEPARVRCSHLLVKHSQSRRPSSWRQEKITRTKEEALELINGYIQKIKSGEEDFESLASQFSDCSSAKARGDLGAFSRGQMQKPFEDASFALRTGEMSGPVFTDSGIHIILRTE
IDH1 R132H inh: blocks human mutant IDH1 R132H enzyme. 390,000 tested, 0.093% active. AID 602179. IDH1-R132H enzyme, NADPH consumption, diaphorase/resazurin fluorescence. Potency, µM (highest dose often 76.6 µM), without a hit: at the highest dose activity change, negative = inhibition, actives largely listed as inhibitors; also: potency is read from the fitted curve at half-maximal effect; % is scaled to controls: 0 for no effect and ±100 for the full control effect; nearly all actives have a fitted effect of over 65% in size
Target sequence (O75874 whole entry R132H, stated change not applied): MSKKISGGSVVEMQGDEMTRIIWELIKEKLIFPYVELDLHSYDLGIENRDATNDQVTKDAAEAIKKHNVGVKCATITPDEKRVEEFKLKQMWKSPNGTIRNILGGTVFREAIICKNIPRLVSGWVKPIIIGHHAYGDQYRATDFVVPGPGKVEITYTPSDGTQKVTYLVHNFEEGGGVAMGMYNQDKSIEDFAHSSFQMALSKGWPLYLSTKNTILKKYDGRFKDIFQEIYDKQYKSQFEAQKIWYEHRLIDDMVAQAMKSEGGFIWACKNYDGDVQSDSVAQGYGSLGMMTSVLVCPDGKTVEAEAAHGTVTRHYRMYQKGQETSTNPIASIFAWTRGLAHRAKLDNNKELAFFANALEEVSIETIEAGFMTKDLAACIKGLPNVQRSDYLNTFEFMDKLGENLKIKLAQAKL
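IDH1-R132H (0.5 ug/mL dispensed) in pH 7.5 Tris buffer was preincubated 30 min with compound, then given a substrate mix of 0.016 mM NADPH and 2 mM alpha-KG for 80 min at room temperature; remaining NADPH was read by diaphorase/resazurin fluorescence.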
GLS inh: glutaminase GLS (human) inhibition; 410,000 tested, 0.21% active; O94925; GLS enzymatic activity, qHTS titration; Potency, µM (highest dose often 45.5 µM), inactives show at the top dose activity change, negative = inhibition, most hits filed as inhibitors; also: potency is read from the fitted curve at half-maximal effect; % is scaled to controls: 0 for no effect and ±100 for the full control effect
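Coupled fluorescence readout: glutamate oxidase/HRP/Amplex Red detect glutamate formed by hKGA from L-glutamine (1 mM solution added). Buffer 45 mM KH2PO4 pH 8.2, 0.02% Tween-20; reads at t0 and 30 min RT.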
USP1-UAF1 inh: inhibitors of human USP1/UAF1 deubiquitinase; O94782; recombinant USP1/UAF1, Ub-Rhodamine cleavage fluorescence; 390,000 tested, 0.23% active; AID 743255; Potency, µM (top dose mostly 57.1 µM), for inactives: at the highest dose activity change, negative = inhibition, most hits filed as inhibitors; also: potency is read from the fitted curve at half-maximal effect; % is scaled to controls: 0 for no effect and ±100 for the full control effect; nearly all actives have a fitted effect of over 60% in size; inactives centre near -12
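1 nM enzyme complex + cpd, 15 min RT; start with Ub-Rho 150nM final; kinetic fluorescence ex 480/em 540, 6 reads q60 s. Buffer 50mM HEPES pH 7.8, 0.5mM EDTA, 0.1 mg/ml BSA, 1mM TCEP, 0.01% Tween-20.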
TrxR1 inh: rat TrxR1 inhibition; recombinant rTrxR1, NADPH fluorescence consumption, selenite substrate; Potency, µM (doses to about 114 µM), without a hit: at the top dose activity change, negative = inhibition, most hits filed as inhibitors; 390,000 tested, 1% active; AID 588453; also: potency is read from the fitted curve at half-maximal effect; % is scaled to controls: 0 for no effect and ±100 for the full control effect; nearly all actives have a fitted effect of over 65% in size
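Rat TrxR1 (90 nM in the dispensed reagent) was pre-reduced with 400 uM NADPH for 5 min at room temperature, then incubated with compound for 15 min. After 400 uM selenite was added, NADPH fluorescence (Ex 340/Em 450 nm) was followed for 8 min.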
PI4K2A block: blocks human PI4K2A kinase activity; Q9BTU6; purified PI4K2A, ADP-Glo luminescence, 1 h; active compounds read low; activity change, negative = inhibition, % at 76.9 µM; 420,000 tested, 0.13% active; in the data active = activity change below about -50%; inconclusive = mostly about -30% to -49%;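 also: -100% = wells without enzyme as full effect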
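Compounds are screened against recombinant PI4K2A using PI as substrate and ATP, the latter dispensed at 300 microM. Reactions run one hour at ambient temperature before ADP-Glo detection; full inhibition defined by wells lacking enzyme.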
* marks the source's active call; other numbers are inactive results; i = inactive; ? = inconclusive; . = no result given; & = joins results of further samples; [ ] = another dose, or the depositor's remark. Unless noted, calls follow the shape of the dose curve; as a rule, active = well fitted curve in the direction sought with a large enough effect; inconclusive = small, poorly fitted or top-dose-only effect, or another doubt; inactive = no such curve, though single readings can be large; an effect the other way counts as inactive or inconclusive. An excerpt (hit frequency here may not be typical).

No.	HP1b chromo inh	TrxR1 substrate	Tb PGK inh	Pin1 inh	IDH1 R132H inh	GLS inh	USP1-UAF1 inh	canonical_smiles	TrxR1 inh	PI4K2A block
1	19.7%	-9.1%	i	-1.8%	0.3%	-1.9%	-17.0%	COc1ccc([N+](=O)[O-])cc1NC(=O)Cn1ccsc1=N	-9.1%	-5.8
2	?	12.5%[57.1 µM]	-4.5%	-7.5%	-11.7%	?	?	NC(CO)C(=O)NNCc1ccc(O)c(O)c1O (centres undefined)	5.97µM*	-1.9&-7.1&-2.1
3	12.0%	1.8%	4.0%	12.9%	1.5%	4.1%	3.8%	CCC1(c2ccc(F)cc2)NC(=O)N(CC(=O)Nc2cccc(S(=O)(=O)N3CCCCC3)c2)C1=O (centres undefined)	12.8%	2.2
4	35.6%	6.5%[57.1 µM]	i	4.2%	2.5%	8.0%	?	O=C(CSc1ccccc1Cl)N1CCC(c2nc3ccccc3s2)CC1	5.6%[57.1 µM]	2.7
5	48.1%[activator]	10.7%	-4.1%	-6.2%	14.9%	-1.5%	-25.2%	Cn1c(C(=O)NCC2CCCO2)cc2c(=O)n(C)c3ccccc3c21 (centres undefined)	?	3.1
6	31.3%	.	-4.9%	?	10.6%	-11.7%	-1.4%	C=CCn1c(=O)c(C#N)cc2c(=O)n3ccccc3nc21	-38.5%	-10.0
7	?	-3.4%	2.6%	-7.9%	5.1%	8.8%	-27.8%	COc1cc(OC)c(C2CC(=O)N3CN(c4ccc(C)cc4)CSC3=C2C#N)cc1OC (centres undefined)	?	-3.5
8	38.2%	-0.9%	-8.1%	-10.0%	2.6%	-0.8%	-14.5%	O=C1COc2ccc(S(=O)(=O)NCCc3ccc(Cl)cc3)cc2N1	7.0%	4.6

Brought forward from above: 2 compounds, then new ones.
No.	HP1b chromo inh	TrxR1 substrate	Tb PGK inh	Pin1 inh	IDH1 R132H inh	GLS inh	USP1-UAF1 inh	canonical_smiles	TrxR1 inh	PI4K2A block
7	?	-3.4%	2.6%	-7.9%	5.1%	8.8%	-27.8%	COc1cc(OC)c(C2CC(=O)N3CN(c4ccc(C)cc4)CSC3=C2C#N)cc1OC (centres undefined)	?	-3.5
8	38.2%	-0.9%	-8.1%	-10.0%	2.6%	-0.8%	-14.5%	O=C1COc2ccc(S(=O)(=O)NCCc3ccc(Cl)cc3)cc2N1	7.0%	4.6
9	41.7%[activator]	5.6%	-7.9%	-4.3%	0.0%	1.0%	-8.1%	Fc1ccc(/C=N/NC(=S)Nc2ccc(Cl)cc2Cl)cc1	12.5%	0.1
10	19.3%	2.5%	2.2%	2.0%	-3.5%	10.7%	-9.7%	COc1ccc(C)cc1NCc1cc(=O)oc2cc(-c3ccccc3)c(O)cc12	-5.1%	-1.4
11	21.2%	1.8%	-1.1%	-9.0%	6.0%	22.7%	-30.1%	CC(=O)OCC1(O)CC23CCC4c5ccoc5CCC4(C)C2CCC1C3 (centres undefined)	22.1%	-3.6
12	20.3%	-1.8%	4.3%	3.8%	2.9%	0.9%	-2.2%	COc1ccc(C(=O)Cc2nnc(C)s2)c(OC)c1	3.1%	-1.8
13	33.4%	-1.8%	7.7%	-9.1%	3.2%	10.8%	-5.8%	CCN(CC)CCCN=Cc1c(O)n(-c2ccccc2C)c(=O)c2ccccc12	5.7%	2.4
14	29.9%	2.2%	0.8%	-1.0%	-3.0%	7.9%	-10.9%	Cc1ccc(CSc2nc3ccsc3c(=O)n2Cc2ccccn2)cc1	12.1%	1.3
15	76.7%[activator]	2.3%	-3.5%	-3.6%	3.1%	-7.7%	-19.2%	COc1ccc(CC(=O)O/N=C(\N)c2ccc(Br)cc2)cc1OC	16.3%	9.3
16	18.3%	-5.2%	1.6%	-4.2%	-0.4%	2.1%	-5.3%	CCCCn1c(N)c(N(CC)C(=O)CCNC(=O)c2ccc(Cl)cc2)c(=O)[nH]c1=O	-8.4%	3.6

Reprinted from the part before: 4 compounds; new compounds follow.
No.	HP1b chromo inh	TrxR1 substrate	Tb PGK inh	Pin1 inh	IDH1 R132H inh	GLS inh	USP1-UAF1 inh	canonical_smiles	TrxR1 inh	PI4K2A block
13	33.4%	-1.8%	7.7%	-9.1%	3.2%	10.8%	-5.8%	CCN(CC)CCCN=Cc1c(O)n(-c2ccccc2C)c(=O)c2ccccc12	5.7%	2.4
14	29.9%	2.2%	0.8%	-1.0%	-3.0%	7.9%	-10.9%	Cc1ccc(CSc2nc3ccsc3c(=O)n2Cc2ccccn2)cc1	12.1%	1.3
15	76.7%[activator]	2.3%	-3.5%	-3.6%	3.1%	-7.7%	-19.2%	COc1ccc(CC(=O)O/N=C(\N)c2ccc(Br)cc2)cc1OC	16.3%	9.3
16	18.3%	-5.2%	1.6%	-4.2%	-0.4%	2.1%	-5.3%	CCCCn1c(N)c(N(CC)C(=O)CCNC(=O)c2ccc(Cl)cc2)c(=O)[nH]c1=O	-8.4%	3.6
17	18.0%	4.3%	7.7%	-7.4%	0.0%	-6.4%	-17.3%	Cc1cc(C)c(S(=O)(=O)c2ccccc2)c(=O)[nH]1	7.8%	-2.1
18	.	.	-1.8%	.	-2.5%	-1.4%	-24.2%	C=C1C(=O)OCC2C(C(=O)O)=CC3C(C)C(C)=CC123 (centres undefined)	.	-1.0
19	33.2%	4.0%	-5.9%	1.2%	-6.3%	-16.0%	-19.6%	COc1cc2c(cc1OC)C(C)N(C(=S)NC(=O)c1ccccc1)CC2 (centres undefined)	-4.8%[57.1 µM]	3.7
20	12.1%	2.2%	-8.6%	-1.8%	12.0%	-5.7%	-16.3%	CCOc1ccc(N2C(=O)NC(Cc3c[nH]c4ccccc34)C2=O)cc1 (centres undefined)	8.3%[57.1 µM]	5.7
21	30.5%	?	-2.7%	89.7%[activator]	1.1%	-7.7%	?	COc1ccc(/C=C2\Oc3cc(OCC(=O)N4CC(O)C[C@H]4C(=O)O)ccc3C2=O)cc1OC (some centres undefined)	?	-2.3
22	21.3%	-3.6%	-0.3%	-0.1%	3.0%	3.6%	-13.2%	O=C(Cc1ncc(C(F)(F)F)cc1Cl)NCc1ccco1	6.5%	2.1
23	-21.1%	-10.2%	-1.3%	-9.2%	1.0%	5.1%	-3.2%	CCCCc1ccc(NC(=O)CSc2nc(=O)n(CCN(CC)CC)c3c2CCCC3)cc1	-2.4%	-0.8
24	.	.	-5.9%	.	-4.8%	3.6%	2.1%	CCn1c(SCC(=O)N2CCCCC2)nc2c([nH]c3ccccc32)c1=O	.	3.1
25	44.1%[activator]	6.6%	?	-8.3%	-0.6%	-13.6%	-21.9%	Cc1occc1-c1nc(-c2ccccn2)no1	7.4%	-14.4
26	15.2%	6.9%	-6.6%	15.9%	7.1%	-4.0%	-21.3%	Cc1ccc(CNC(=O)c2cc(-c3ccccc3)n(Cc3cc(C)no3)n2)cc1	21.8%	4.0
27	-6.3%	-5.9%	-9.6%	-5.0%	10.2%	-6.8%	-12.1%	COc1ccc(CNCc2c(C(=O)O)c(C)n(Cc3ccccc3C)c2C)c(OC)c1	-3.7%	-5.9
28	43.5%[activator]	5.0%	-5.1%	-8.3%	0.8%	-5.6%	-26.0%	O=C(Nc1ccccc1F)c1ccccc1C(=O)Nc1ccccc1F	19.9%	11.5
29	-20.7%	-7.3%[57.1 µM]	3.8%	-1.2%	33.2%[activator]	2.6%	4.5%	Cc1cc(C)cc(C(=O)NCC(=O)OCC(=O)NC2CCCc3ccccc32)c1 (centres undefined)	3.2%	-2.3
30	-8.4%	3.6%	6.4%	4.3%	3.4%	-2.3%	-20.1%	O=C(CSc1ncc(C(F)(F)F)cc1Cl)N1CCN(S(=O)(=O)c2ccc3ccccc3c2)CC1	28.2%	0.5
31	38.3%	9.0%[0.0914 µM]	-7.6%	-3.2%	15.3%	0.9%	-10.3%	COC(=O)CC1C(=O)NCCN1C(=O)CSc1nnnn1-c1ccc(OC)cc1 (centres undefined)	1.8%	-2.5
32	24.2%	22.3%	-0.6%	0.9%	4.1%	-2.1%	-21.3%	Cc1ccc2nc(-c3ccc(NC(=O)COC(=O)c4ccc([N+](=O)[O-])o4)cc3)sc2c1	13.8%	3.4
33	-8.8%	-1.5%	8.2%	1.1%	0.0%	4.5%	-7.4%	Cc1cccc(OCC(=O)O/N=C(\N)c2ccncc2)c1	1.8%	2.2
